ALDH1A1 inh – ALDH1A1 (human) enzyme inhibition. 220,000 tested, 7.3% active. AID 1030. P00352. Purified ALDH1A1, NADH fluorescence, propionaldehyde substrate. Potency, µM (doses to about 75.3 µM), for inactives: at the highest dose activity, negative = inhibition, actives largely listed as inhibitors; active = well fitted inhibition curve with a large enough effect, not every such curve was filed as active; inconclusive = small, poorly fitted or top-dose-only effect, or another doubt; inactive = no such curve, though single readings can be large or run the other way;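 note: plate controls were no enzyme wells and a reference inhibitor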
Target sequence (P00352 whole entry, looked up): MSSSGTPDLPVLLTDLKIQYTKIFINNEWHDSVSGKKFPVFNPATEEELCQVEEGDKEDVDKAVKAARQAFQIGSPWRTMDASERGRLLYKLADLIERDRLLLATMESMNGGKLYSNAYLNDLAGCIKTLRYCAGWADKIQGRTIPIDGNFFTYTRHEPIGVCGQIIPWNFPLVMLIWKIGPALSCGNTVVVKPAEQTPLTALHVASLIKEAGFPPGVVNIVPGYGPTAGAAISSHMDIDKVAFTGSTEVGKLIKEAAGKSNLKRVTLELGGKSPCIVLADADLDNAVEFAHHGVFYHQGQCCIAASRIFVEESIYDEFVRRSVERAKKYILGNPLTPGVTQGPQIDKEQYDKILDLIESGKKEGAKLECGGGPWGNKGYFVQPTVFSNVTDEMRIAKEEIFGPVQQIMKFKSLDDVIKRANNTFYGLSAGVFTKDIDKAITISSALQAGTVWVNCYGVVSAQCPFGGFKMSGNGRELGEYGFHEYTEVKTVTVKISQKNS
aGlu spleen mod – lysosomal alpha-glucosidase (human) modulation; P10253; human spleen homogenate, 4-MU-alpha-glucoside fluorescence; Potency, µM (series often up to 79.9 µM), without a hit: top-dose activity change, negative = inhibition, usual class: inhibitors; 240,000 tested, 0.006% active;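 note: 0% = enzyme with vehicle and -100% = no enzyme basal signal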
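Enzyme source: human spleen homogenate, 1 ug/well. Buffer 50 mM citric acid/K phosphate pH 5.0, 0.01% Tween-20. 4-MU-alpha-glucoside 1 mM; 37 C x 40 min; NaOH/glycine stop; fluorescence.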
GAA glycogen – alters human alpha-glucosidase cleavage of glycogen | Potency, µM (doses to about 76.4 µM), inactives show at the highest dose activity change, negative = inhibition, hits mostly inhibitors | P10253 | recombinant GAA, glycogen substrate, Amplex Red glucose oxidase fluorescence | 300,000 tested, 0.38% active;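 note: 0% = full enzyme reaction and -100% = no-enzyme basal signal; the screen sought inhibitors and activators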
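Recombinant enzyme (4 nM final) with compounds titrated up to 77 uM and bovine liver glycogen (30 ug) in citrate pH 5.0, 0.01% Tween-20, 37 C 40 min. Released glucose detected by Amplex Red/glucose oxidase (Ex 573/Em 610); AC50 from Hill fits.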
Epigenetic derep – epigenetic control regulation, reporter derepression | 280,000 tested, 0.2% active | murine LDR cells, GFP reporter derepression, 30 h | Potency, µM (titrated, usually from 53.9 µM), inactives show at the top dose GFP activation, usual class: activators; note: % of control where 0% means no effect; nearly all actives have a fitted effect of over 60% in size
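Murine LDR cells carrying a silenced, genomically integrated CMV-driven GFP reporter were exposed to compound for 30 hours at 37 C. After PBS washes, GFP-positive cells (20–120 um objects) were counted by laser-scanning microplate cytometry.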
Tau fluor counter – counter-screen for tau fibril formation inhibitors. tau K18 P301L Alexa594 fluorescence, heparin fibrillization. Potency, µM (series often up to 57.7 µM), without a hit: at the top dose activity change, negative = decrease. 280,000 tested, 0.93% active. AID 1463; note: % is set by controls: 0 for no effect and ±100 for the full control effect; nearly all actives have a fitted effect of over 55% in size
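Human tau K18 P301L (15 uM unlabeled, 0.24 uM Alexa 594-labeled) in 100 mM sodium acetate pH 7 with 20 uM heparin, 6 hr at 37 C. ThT 30 uM added, 1 hr ambient; Alexa 594 FP and total fluorescence read at 555/632 nm.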
GAA inhib – alpha-glucosidase (human) inhibition; Potency, µM (highest dose often 76.9 µM), inactives show at the top dose activity change, negative = inhibition, usual class: inhibitors; 200,000 tested, 0.005% active; P10253; AID 1466; purified human GAA, 4-MU-alpha-glucoside fluorescence;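 note: plate controls were uninhibited enzyme wells for no effect and no-enzyme background for full effect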
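Read-out is 4-methylumbelliferone fluorescence (Ex 365/Em 440 nm) after NaOH/glycine stop at pH 10. Enzyme 4 nM, substrate 400 uM, pH 5.0 citrate buffer, 20 min room temperature; AC50 from Hill-equation concentration-response.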
NPSR antag – neuropeptide S receptor (human) antagonism, cAMP. CHO-NPSR cells, cAMP TR-FRET, antagonist mode. Potency, µM (doses to about 38.3 µM), for inactives: top-dose activity change, negative = inhibition, usual class: inhibitors. 220,000 tested, 1% active. AID 1461; note: % is set by controls: 0 for no effect and ±100 for the full control effect; nearly all actives have a fitted effect of over 50% in size; many of its hits are not listed in these tables
Target sequence (Q6W5P4 whole entry, looked up): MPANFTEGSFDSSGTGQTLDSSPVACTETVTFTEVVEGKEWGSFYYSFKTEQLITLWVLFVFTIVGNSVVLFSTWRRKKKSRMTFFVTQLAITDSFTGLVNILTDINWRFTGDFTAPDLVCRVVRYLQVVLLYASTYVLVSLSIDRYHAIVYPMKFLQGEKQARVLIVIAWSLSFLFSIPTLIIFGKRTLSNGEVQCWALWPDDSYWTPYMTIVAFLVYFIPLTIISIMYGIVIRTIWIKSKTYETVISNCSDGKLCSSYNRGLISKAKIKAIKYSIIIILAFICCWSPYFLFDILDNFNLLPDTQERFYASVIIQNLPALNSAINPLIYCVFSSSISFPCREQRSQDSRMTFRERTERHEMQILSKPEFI
aGal spleen mod – inhibits or activates alpha-galactosidase in human spleen homogenate; AID 2107; human spleen homogenate, 4MU-alpha-Gal fluorescence, 40 min; P06280; 240,000 tested, 0.008% active; Potency, µM (series often up to 80 µM), for inactives: at the top dose activity change, negative = inhibition, hits mostly inhibitors;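 note: 0% = enzyme with vehicle and -100% = no enzyme basal signal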
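Inhibition or activation of alpha-galactosidase in human spleen homogenate is scored by 4-MU fluorescence after 40 min at 37C, pH 5.0, with 1 mM substrate. AC50s come from concentration-response fitted to the Hill equation.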
Numbers without * were called inactive; ? = inconclusive; · = not tested or not shown; [ ] = remark or other dose. Unless noted, calls come from the whole dose curve; as a rule, active = well fitted curve in the direction sought with a large enough effect; inconclusive = small, poorly fitted or top-dose-only effect, or another doubt; inactive = no such curve, though single readings can be large; an effect the other way counts as inactive or inconclusive. Potency is the fitted concentration of half-maximal effect. Not all compounds are listed (hit frequency here may not be typical).

Value order: ALDH1A1 inh | aGlu spleen mod | aGal spleen mod | GAA inhib | GAA glycogen | NPSR antag | Epigenetic derep | Tau fluor counter
Cc1ccc2nc(C)cc(C(=O)Nc3nccs3)c2c1
→ ? | -12.8% | -3.1% | 4.9% | 5.9% | -0.7% | -2.6% | -4.2%
CCOc1cc(/C=N/N2C(=O)NC3(CCCCC3)C2=O)cc(Br)c1O
→ 15µM* | -1.5% | -4.0% | -10.3% | 8.8% | -19.7% | -0.2% | -10.5%
Cc1cccc(NC(=S)NNC(=O)c2csc3c2CCC(C)C3)c1 (stereo unspecified)
→ 22.4µM* | -0.1% | 3.2% | -1.5% | -13.3% | -3.4%[46.1 µM] | 4.9% | ?
CCCCNC(=O)CCCCn1c(=S)[nH]c2c([nH]c3ccc(OC)cc32)c1=O
→ 17.8% | -2.2% | 1.5% | 2.0% | -3.2% | 4.0% | -0.3% | -2.6%
Fc1ccc(-c2nnc(CSc3nnc4ccccn34)o2)cc1
→ -0.3% | 2.3% | 7.0% | -3.2% | 2.6% | 17.1% | 0.0% | -3.9%
O=S(=O)(c1ccc(Cl)cc1)N1CCN=C1SCc1ccc(Cl)c(Cl)c1
→ 2.2% | 6.1% | 1.5% | -10.3% | -0.6% | -21.6% | -1.5% | -15.8%
CCC(C)NCCOCCOc1ccc(Cl)c(C)c1C (stereo unspecified)
→ -2.9% | -4.7% | -16.0% | -6.8% | 11.2% | 3.5% | -0.7% | 3.1%
COc1ccc(S(=O)(=O)Nc2ccc(S(=O)(=O)N3CCOCC3)cc2)cc1
→ 4.47µM* | -8.0% | -8.0% | ? | 9.3% | -8.1%[46.1 µM] | 0.8% | -10.4%
Cc1cc(C(F)(F)F)n(-c2nc(C(=O)Nc3ccccc3Oc3ccccc3)cs2)n1
→ 10.3% | -10.6% | -2.9% | -10.6% | 0.4% | 6.9%[46.1 µM] | 0.0% | -6.7%
O=C(Nc1nc2c(s1)CCCC2)C1CCCN1C(=O)c1cccs1 (stereo unspecified)
→ 8.2% | -1.7% | 1.9% | -3.6% | 4.6% | -3.2%[46.1 µM] | 1.0% | -4.7%
CC(C)NC(=O)c1nn2c(C(F)(F)F)cc(-c3ccco3)nc2c1Cl
→ -1.2% | -7.6% | -8.1% | 10.9% | 11.9% | -10.0% | -0.1% | -7.7%
C/C(=N\NC(N)=O)c1ccc(Cl)s1
→ · | -0.9% | -0.2% | · | 1.5% | -0.5%[7.67 µM] | 1.1% | -12.2%
CCCCC(CC)C/C=C1\CC(C(=O)OCC)Oc2ccccc21 (stereo unspecified) (tested in a mixture with another compound)
→ -5.6% | 5.9%[119 µM] | 0.2%[119 µM] | · | · | · | 4.7% | ?
COCCCNC(=O)CCn1c(=O)c2ccccc2n(CC(=O)Nc2ccc(C)cc2C)c1=O
→ 0.9% | -0.6% | 1.4% | 4.8% | -0.8% | 18.4%[46.1 µM] | -0.8% | 1.2%
O=c1cc(-c2ccccc2)nc2nc[nH]n12
→ 5.4% | -1.9% | 0.0% | 3.2% | -9.8% | -2.4%[46.1 µM] | 1.0% | -4.0%
CC(C)(C)c1cccc(P(=O)(c2ccccc2)c2ccccc2)c1O
→ 6.7% | -9.2% | -0.1% | -3.9%[15.4 µM] | -3.0% | ? | 0.4% | -5.3%
Cc1c(C)n(C(=O)CSc2nncn2C)c2ccccc12
→ 6.2% | -7.2% | 12.8% | 0.6% | 1.7% | -6.0%[46.1 µM] | -1.0% | -12.0%
Clc1ccc2nnnc(-c3ccccc3)c2c1
→ 5.4% | 0.1% | 2.1% | -2.8% | -7.9% | 0.0% | 0.3% | -6.2%
CCCn1c(N2CCN(C(=O)NCc3ccccc3)CC2)nc2ccccc21
→ · | 4.5% | 11.3% | · | -9.6% | -18.1% | 0.0% | 3.4%
CC1CCCCN1CCCn1c(=S)[nH]c2ccccc2c1=O (stereo unspecified)
→ 5.2% | -4.9% | -3.0% | -3.1% | -8.7% | 0.1%[46.1 µM] | 0.9% | -4.0%
O=C(NCCN1CCOCC1)C(=O)NCC1CCCO1 (stereo unspecified)
→ 6.8% | -1.6% | -3.2% | 5.9% | -4.3% | 13.9% | 3.8% | -2.0%
O=C(CSc1ncnc2ccccc12)NCC(=O)c1ccccc1
→ 12.5% | -1.4% | 1.8% | 5.1% | 9.7% | 31.0% | 1.1% | -9.5%
COc1ccc2c(c1)C(=O)[C@H](OC(=O)NCc1ccco1)[C@@H](c1ccc(OC)c(Br)c1)O2
→ ? | 1.7% | 3.7% | · | · | · | 0.0% | -7.1%
CC(c1ccccc1)N1C(=O)c2ccccc2C1O (stereo unspecified)
→ 2.9% | -2.0% | 0.1% | -5.3% | -10.5% | -1.5%[46.1 µM] | -0.2% | -10.5%
Cn1ccnc1C(O)(c1nnc(-c2ccccc2)o1)C(F)(F)F (stereo unspecified)
→ 7.9% | -8.4% | 0.2% | -3.3% | 7.8% | -3.7%[46.1 µM] | -1.4% | 1.0%
c1ccc2nc3c(nc2c1)c1ccccc1n3CCN1CCOCC1
→ -8.6% | -7.7% | -4.1% | -1.7% | 5.7% | -9.5%[46.1 µM] | 0.9% | -12.0%
COC(=O)CC/C(C)=N\Nc1ccc([N+](=O)[O-])cc1[N+](=O)[O-]
→ -2.7% | -6.9% | -5.3% | -6.0% | -7.3% | -10.5%[46.1 µM] | -1.8% | -7.3%
CCN(CC)CCN(Cc1cc2cc(C)ccc2[nH]c1=O)C(=S)Nc1ccccc1
→ 3.3% | 5.9% | 4.7% | 8.0% | -2.5% | -30.6% | 0.0% | 3.4%
O=C(CSc1cccc(C(F)(F)F)c1)N1CCN(S(=O)(=O)c2ccccc2)CC1
→ -14.2% | -15.4% | -0.6% | ? | -6.5% | -22.6%[46.1 µM] | -1.0% | -18.7%
COc1ccccc1CN(C(=O)Cc1cccs1)C(C(=O)NC1CCCC1)c1ccncc1 (stereo unspecified)
→ ? | -8.7% | 2.5% | -14.1% | -13.1% | ? | -2.0% | -2.8%
COC(=O)c1ccc(Sc2ccccc2NS(=O)(=O)c2ccc(NC(C)=O)cc2)nc1
→ 11.2µM* | -6.9% | 4.9% | -12.0% | -4.7% | -10.5%[46.1 µM] | 2.6% | -23.9%
O=C(O)/C=C/C(=O)Nc1ccc(O)cc1
→ -3.0% | 2.1% | -5.6% | -0.7% | 31.6µM* | -13.7% | 1.1% | -15.2%
COc1ccc(C(=O)COC(=O)/C=C/c2ccc(S(=O)(=O)Nc3cccc(S(N)(=O)=O)c3)cc2)cc1
→ -7.7% | -5.8% | -1.3% | 8.2% | -14.4% | -32.4% | 9.2% | -21.9%
CCc1ccc(NC(=O)CSc2nc3cc(C(=O)OC)ccc3c(=O)n2Cc2ccco2)cc1
→ 7.1% | 3.7% | 3.3% | -1.7% | -9.1% | -0.7%[46.1 µM] | -2.2% | -1.5%
COc1ccc(OC(=O)c2cn(C)nc2C(F)(F)F)cc1
→ 2.7% | -2.4% | -0.3% | ? | -3.7% | -0.3%[46.1 µM] | -1.0% | -12.1%
CN(c1ccccc1)c1ccc(/C=c2\s/c(=C(/C#N)C(=O)C(C)(C)C)n(Cc3ccco3)c2=O)cc1
→ -3.2% | -2.2% | -0.4% | 5.9% | 5.7% | -14.0%[46.1 µM] | 6.31µM* | 4.2%
Cc1ccc2cc(C#N)c(N3CCCN(C(=O)C4CCCO4)CC3)nc2c1C (stereo unspecified)
→ ? | -3.3% | 2.8% | -10.7% | -2.2% | -20.2%[46.1 µM] | -2.9% | -12.4%
COc1ccccc1Nc1nc(C)cc(C)c1C(N)=O
→ 8.8% | 2.0% | 0.4% | -4.7% | -4.5% | 1.3%[46.1 µM] | -2.1% | 0.7%
CCOC(=O)C1=C(N)OC2=C(C(=O)CCC2)C1c1sccc1C (stereo unspecified)
→ 6.7% | -7.1% | -2.3% | -4.9% | -3.3% | -10.2% | 0.3% | -8.6%
CCN(CCCNC(=O)C1CCN(S(=O)(=O)c2c(C)[nH]c(=O)[nH]c2=O)CC1)c1cccc(C)c1
→ 6.8% | 13.2% | 7.6% | 2.6% | 22.8% | -12.0%[46.1 µM] | -0.3% | -15.1%
O=C(COC(=O)CSc1ccc2ccccc2c1)NC1CC1
→ -8.6% | -0.5% | -3.0% | 3.4% | -4.4% | 14.5%[46.1 µM] | -0.9% | -6.4%
Cc1cc2c(c(=O)n1C)C(Cc1ccccc1)C(C#N)=C(N)O2 (stereo unspecified)
→ ? | 1.5% | 1.9% | 2.1% | 27.7% | -3.3%[46.1 µM] | 0.9% | -6.2%
C=CCN1CN=C(NS(=O)(=O)c2ccc(NC(C)=O)cc2)NC1
→ -3.9% | 0.8% | -4.5% | 6.8% | -17.0% | 15.0% | 1.3% | 1.6%
CC(C)Cn1c(-c2csc3c2CCCC3)n[nH]c1=S
→ 35.5µM* | -19.9% | 0.2% | -1.4% | ? | -17.0%[46.1 µM] | 2.2% | -6.2%
CNc1nc(-c2ccccc2)[n+](-c2ccc(C)cc2)s1
→ 2.51µM* | -4.5% | 5.1% | -1.4% | -10.7% | ? | -1.1% | -1.0%
CCCCCCNC(=O)CCNS(=O)(=O)c1ccc(C)cc1
→ ? | -11.4% | -0.4% | 1.7% | 4.1% | 7.5% | -1.4% | -5.4%
Cc1cc2nc3n(c2cc1C)CC1CC(C(=O)NCc2ccco2)N(C)C31 (stereo unspecified)
→ · | -3.2% | -1.5% | · | -0.4% | 6.2% | -0.3% | 3.6%
O=[N+]([O-])c1cccc(/C=N/n2c(-c3cccnc3)n[nH]c2=S)c1
→ 10µM* | -5.0% | -15.9% | 1.5% | -3.5% | -11.1% | -1.9% | -11.1%
COc1ccc(NS(=O)(=O)c2ccc(OC)c(NC(=O)CCC3CCCC3)c2)cc1
→ ? | -9.9% | -16.1% | -1.5% | 4.7% | 5.8% | ? | 1.7%
CCOC(=O)C1(C(C)(C)CC)CC(CSc2nc3ccccc3[nH]2)OC1=O (stereo unspecified)
→ ? | 0.5% | 4.0% | -1.6% | -5.1% | 2.2%[46.1 µM] | -0.8% | -28.6%

Among those listed so far, these contain bromine.
Value order: ALDH1A1 inh | aGlu spleen mod | aGal spleen mod | GAA inhib | GAA glycogen | NPSR antag | Epigenetic derep | Tau fluor counter
CCOc1cc(/C=N/N2C(=O)NC3(CCCCC3)C2=O)cc(Br)c1O
→ 15µM* | -1.5% | -4.0% | -10.3% | 8.8% | -19.7% | -0.2% | -10.5%
COc1ccc2c(c1)C(=O)[C@H](OC(=O)NCc1ccco1)[C@@H](c1ccc(OC)c(Br)c1)O2
→ ? | 1.7% | 3.7% | · | · | · | 0.0% | -7.1%

Screening data deposited in PubChem by National Center for Advancing Translational Sciences (NCATS).
